High-throughput results deposited in PubChem BioAssay by National Center for Advancing Translational Sciences (NCATS).
EPAC2 ag: qHTS for Agonist of cAMP-regulated guanine nucleotide exchange factor 4 (EPAC2): primary screen; Rap guanine nucleotide exchange factor 4 (Homo sapiens), Q8WZA2; EPAC2 activation, biochemical qHTS; response scale: 100% = 6.5 mM cAMP response; Potency, µM (doses to about 154 µM), for inactives: top-dose activation, actives largely listed as activators; hit rate 0.079% among 360,000; AID 720711, 2013; also: potency is read from the fitted curve at half-maximal effect; nearly all actives have a fitted effect of over 50% in size
Target sequence (Q8WZA2 whole entry, looked up): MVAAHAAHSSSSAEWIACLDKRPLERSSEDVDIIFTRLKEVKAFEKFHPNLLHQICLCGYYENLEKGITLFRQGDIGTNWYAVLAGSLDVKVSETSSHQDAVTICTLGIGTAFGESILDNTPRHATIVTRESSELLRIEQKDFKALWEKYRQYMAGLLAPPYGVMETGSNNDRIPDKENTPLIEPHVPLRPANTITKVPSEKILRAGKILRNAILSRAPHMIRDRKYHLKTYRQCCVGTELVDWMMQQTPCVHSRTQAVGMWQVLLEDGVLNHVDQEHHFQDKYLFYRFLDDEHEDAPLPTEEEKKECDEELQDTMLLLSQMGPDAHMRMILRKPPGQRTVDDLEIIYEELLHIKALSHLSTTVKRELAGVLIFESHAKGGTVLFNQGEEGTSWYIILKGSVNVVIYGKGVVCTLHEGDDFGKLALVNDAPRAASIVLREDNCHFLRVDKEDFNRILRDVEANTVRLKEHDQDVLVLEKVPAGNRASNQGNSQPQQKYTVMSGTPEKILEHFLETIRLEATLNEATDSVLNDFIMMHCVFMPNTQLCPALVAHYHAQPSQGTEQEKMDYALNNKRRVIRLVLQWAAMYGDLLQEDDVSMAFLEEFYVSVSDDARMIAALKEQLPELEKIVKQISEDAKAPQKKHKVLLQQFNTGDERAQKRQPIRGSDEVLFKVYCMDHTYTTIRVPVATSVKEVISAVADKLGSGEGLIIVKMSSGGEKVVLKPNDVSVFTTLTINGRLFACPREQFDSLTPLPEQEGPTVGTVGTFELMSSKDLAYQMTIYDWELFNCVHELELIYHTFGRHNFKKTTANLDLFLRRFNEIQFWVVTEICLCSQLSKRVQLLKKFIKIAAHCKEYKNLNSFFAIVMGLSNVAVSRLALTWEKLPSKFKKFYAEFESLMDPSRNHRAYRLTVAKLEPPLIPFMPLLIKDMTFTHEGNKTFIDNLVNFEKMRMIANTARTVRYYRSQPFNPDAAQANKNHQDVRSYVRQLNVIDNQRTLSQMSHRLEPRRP
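In this primary screen, activation is scored as increased exchange of BODIPY-GDP from Rap1B by 100 nM EPAC2, with 50 uM GDP as competitor. Signal is normalized to the 6.5 mM cAMP agonist control.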
EPAC2 antagonist: qHTS for Antagonist of cAMP-regulated guanine nucleotide exchange factor 2 (EPAC2): primary screen; AID 720708, 2013; hit rate 0.18% among 360,000; Potency, µM (titrated, usually from 114 µM), for inactives: top-dose activity, negative = inhibition, usual class: inhibitors; EPAC2 GEF exchange of Rap1B-BODIPY-GDP, fluorescence; Rap guanine nucleotide exchange factor 4 (Homo sapiens), Q8WZA2; also: potency is read from the fitted curve at half-maximal effect; % is scaled to controls: 0 for no effect and ±100 for the full control effect; nearly all actives have a fitted effect of over 45% in size; many of its hits are not listed in these tables
D3 antag: qHTS of D3 Dopamine Receptor Antagonist: qHTS; D(3) dopamine receptor (Homo sapiens), P35462; D3R cells, DiscoveRx beta-arrestin luminescence, antagonist mode; stronger effect = lower value; max response, negative = inhibition, %; hit rate 2.5% among 360,000; in the data active = max response below about -50%; inconclusive = no clear call, values can overlap the other calls; also: % is scaled to controls: 0 for no effect and ±100 for the full control effect; mostly tested at two doses, the higher about 12 µM
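Cells expressing the human receptor were seeded at 1500 cells/well, incubated overnight at 37 degrees C in 5% CO2, then exposed to library compounds with dopamine controls for 90 minutes at 37 degrees C before luminescent detection.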
Abeta yeast res: qHTS for compounds that reverse cellular toxicity of Amyloid beta (A-beta) peptide in yeast: Primary Screen. hit rate 0.063% among 410,000. Potency, µM (series often up to 46.1 µM), for inactives: at the top dose growth rescue, usual class: activators. AID 1347071, 2019. yeast expressing A-beta42, growth rescue, OD600, 48 h; response scale: 0% DMSO, 100% iron-clioquinol control; also: potency is read from the fitted curve at half-maximal effect; nearly all actives have a fitted effect of over 55% in size
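Yeast growth medium received pinned compounds, then yeast cells expressing toxic A-beta were added; plates incubated at 30 C for 48 hr. Growth read as absorbance at 600 nm, normalized to DMSO and equimolar FeCl3 plus clioquinol controls.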
aSyn yeast inh: qHTS of alpha-syn Inhibitors; Yeast expressing alpha-synuclein, growth rescue, BacTiter-Glo, 24 h; Potency, µM (highest dose often 46.1 µM), inactives show top-dose growth rescue (activation), most hits filed as activators; hit rate 0.14% among 370,000; also: potency is read from the fitted curve at half-maximal effect; % of control where 0% means no effect; nearly all actives have a fitted effect of over 65% in size
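Rescue of yeast growth: cells expressing toxic alpha-synuclein, induced in galactose at OD600 0.02, incubated with compound 24 h at 30 C. ATP luminescence quantified growth; inhibitors of toxicity appear as activators.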
TDP-43 yeast inh: qHTS of TDP-43 Inhibitors. TDP-43 expressing yeast growth rescue, BacTiter-Glo, 24 h. Potency, µM (doses to about 46.1 µM), inactives show at the top dose growth rescue (activation), most hits filed as activators. hit rate 1.8% among 410,000. AID 652104, 2013; also: potency is read from the fitted curve at half-maximal effect; % of control where 0% means no effect; nearly all actives have a fitted effect of over 50% in size
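Yeast cells expressing TDP-43 under galactose induction are exposed to compounds for 24 hr at 30 deg C. BacTiter-Glo luminescence measures growth, so protective compounds score as activators.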
D3 ag: qHTS of D3 Dopamine Receptor Agonist: qHTS; AID 652048, 2013; D(3) dopamine receptor (Homo sapiens), P35462; D3R DiscoveRx beta-arrestin cells, luminescence, 90 min; hit rate 0.58% among 410,000; max activation, %; in the data active = max activation above about 30%; also: 0% is about no effect; mostly tested at two doses, the higher about 12 µM
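Agonist mode: compounds and dopamine controls were applied to plated cells for 90 min at 37 degrees C after an overnight attachment at 1500 cells/well. Luminescent read-out followed 30 - 60 minutes at room temperature with DiscoveRx detection reagent.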
FUS suppressor: qHTS for Suppressors of FUS Proteinopathy: Primary screen using FUS-linked yeast assay | AID 1347120, 2019 | S. cerevisiae FUS-expressing, growth rescue, OD600, 24 h | Potency, µM (doses to about 76.6 µM), for the others: at the top dose growth rescue (activation), most hits filed as activators | hit rate 0.24% among 390,000;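 also: potency is read from the fitted curve at half-maximal effect; plate controls were DMSO vehicle for no effect and reference control for full effect; nearly all actives have a fitted effect of over 55% in size; some results filed as inactive show a strong effect at the top dose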
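Restored growth of FUS-toxic S. cerevisiae, read as 600 nm absorbance after 24 h at 30C in galactose medium (starting OD 0.005). Controls CP55940 and DMSO.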
* marks the source's active call; other numbers are inactive results; ? = inconclusive; . = not tested or not shown; & = joins results of further samples; [ ] = another dose, or the depositor's remark. Unless noted, calls follow the shape of the dose curve; as a rule, active = well fitted curve in the direction sought with a large enough effect; inconclusive = small, poorly fitted or top-dose-only effect, or another doubt; inactive = no such curve, though single readings can be large; an effect the other way counts as inactive or inconclusive. This is a subset, so the mix of outcomes need not match the whole.

SMILES | EPAC2 ag | EPAC2 antagonist | D3 antag | Abeta yeast res | aSyn yeast inh | TDP-43 yeast inh | D3 ag | FUS suppressor
COC(=O)c1c(NC(=O)CSc2ncnc3[nH]ncc23)sc2c1CCC2 | 2.6% | -6.8% | 3.8 | -17.3% | -3.9% | 18.8% | 5.8 | 7.6%
Cc1cccc(Nc2nnc(SCc3cc(=O)n4cc(C)ccc4n3)s2)c1 | -6.8% | -1.5% | 55.8 | -4.2% | -3.5% | -8.7% | -4.1 | -8.4%
O=C1C2CC=C(Cl)CC2C(=O)N1CC1OCCc2ccccc21 (stereo unspecified) | -5.0% | -1.1% | 17.7 | 12.8% | 5.3% | 27.0% | -4.2 | 18.3%
COc1ccc(N2CCN(C(c3cc(OC)ccc3OC)c3nnnn3CC3CCCO3)CC2)cc1 (stereo unspecified) | -0.5% | -4.3% | -13.5 | 14.3% | 3.3% | -4.2% | -4.2 | 14.8%
O=C(Nc1ccc(NC(=O)c2cccs2)cc1Cl)c1ccco1 | 6.8% | 3.2% | 2.4 | -2.1% | -5.2% | 5.5% | -5.4 | 1.0%
CCc1nc2ccc(C(=O)NCc3cccs3)cn2c1N(CCC(C)C)CCN(C)C | 4.0% | 12.3% | 0.0 | 11.2% | -6.5% | 21.5% | -11.5 | 5.5%
Cc1ccc(C)c(CN2C(=O)c3ccccc3Sc3ccc(C(=O)NC4CCCC4)cc32)c1 | . | . | . | -3.3% | . | -8.9% | 10.0 | 1.9%
CCCCn1c(N)c(N(CCOC)C(=O)CCNC(=O)c2ccccc2Cl)c(=O)[nH]c1=O | 0.6% | 0.1% | -3.6 | -6.2% | -10.0% | -6.1% | 0.9 | -8.3%
O=C(/C=C/c1ccco1)NC(=S)N1CCCCC1 | 5.9% | 3.1% | 30.6 | 18.6% | 10.5% | -5.7% | 1.9 | -3.4%
COc1ccc(-c2[nH]ncc2CN2CCC(C(=O)N3CCOCC3)CC2)c(F)c1 | 12.9% | -4.1% | 4.8 | 2.9% | -5.3% | -10.7% | 5.4 | 3.6%
CCOC(=O)N1CCN(c2cc(C)c(C(C)=O)cc2F)CC1 | 4.7% | -6.1% | 18.5 | 13.4% | 2.3% | 0.6% | 7.4 | 18.1%
Cc1ccc(N2CCN(C(=O)C(=O)c3ccc4c(c3)OCO4)CC2)cc1 | 8.9% | -1.2% | -1.5 | -4.8% | 0.1% | 13.3% | -1.9 | 11.8%
Cc1cc(=O)[nH]c2ccccc12 | 6.0% | -2.6% | 15.7 | 20.4% | 2.4%&0.4% | -0.7% | 15.9 | 15.4%
COc1cc(CNc2ncnc3c2ncn3[C@H]2CN(Cc3ccc(Cl)cc3)C[C@@H](CO)O2)cc(OC)c1OC | 14.2% | -18.4% | 6.7 | -10.3% | 4.1% | 24.4% | 3.8 | 38.9%
FC(F)Oc1ccc(C2N=C(c3ccccc3)NO2)cc1 (stereo unspecified) | -3.2% | -8.0% | 1.4 | 1.6% | 13.6% | 26.0% | -1.1 | 6.3%
CCN(CC)S(=O)(=O)c1ccc(C(=O)OCCN2C(=O)CCC2=O)cc1 | 7.6% | 8.2% | -14.9 | -15.0% | -5.1% | 8.2% | -7.3 | 10.9%
Fc1ccccc1COc1ccc2ccccc2c1CNc1nn[nH]n1 | -0.3% | 5.3% | -9.3 | 1.8% | -1.0% | 3.1%[0.397 µM] | 11.3 | 5.0%
COc1ccc(-c2cn3c(C)c(C(=O)N4CCc5ccccc5C4)sc3n2)cc1 | 16.9% | -7.3% | 7.4 | 8.4% | -2.0% | ? | 5.1 | ?
Cc1cc(C)c(NC(=O)C(C)c2cccc(C(=O)c3ccccc3)c2)c(C)c1 (stereo unspecified) | 7.4% | -7.8% | 13.2 | -2.7% | -12.7% | -4.3% | 10.2 | 20.2%
C[C@@H]1CN([C@H](C)CO)C(=O)CCCn2nncc2CO[C@H]1CN(C)C(=O)c1cc(-c2ccccc2)on1 | -3.0% | -7.8% | 28.6 | -8.2% | 0.7% | 8.4% | 10.5 | 0.2%
CS(=O)(=O)c1ccc2nc(NC(=O)c3ccc(Cn4cc(Br)cn4)o3)sc2c1 | 1.4% | -1.9% | 3.5 | -4.7% | -2.8% | 14.7% | -7.2 | .
COc1ccccc1C1C(C(N)=O)=C(C)Nc2nc(SCc3ccccc3F)nn21 (stereo unspecified) | . | . | . | -17.4% | . | 6.2% | -4.7 | 23.5%
O=[N+]([O-])c1ccc(N2CCCCC2)c(Cl)c1N1CCCCC1 | 4.6% | -4.9% | 2.1 | 9.3% | -13.7% | -6.4% | 16.5 | 2.2%
O=c1c2cc(Cl)ccc2oc2nc3n(c(=O)c12)CCCS3 | -0.8% | -4.8% | 0.0 | -15.8% | -1.0% | -17.2% | -2.3 | 63.1%
CN(C(=O)COC(=O)c1cccnc1Cl)C1CCCCC1 | 0.8% | -2.1% | 12.7 | 8.8% | 16.9% | 26.0% | 4.4 | -4.3%
CCN(C(=O)CSc1nc2ccc([N+](=O)[O-])cc2s1)C1CCS(=O)(=O)C1 (stereo unspecified) | 9.4% | -1.5% | 11.1 | 15.1% | -10.9% | -14.1% | -8.2 | -3.9%
Cn1c(N2CCN(C(c3ccccc3)c3ccccc3)CC2)nc2c1c(=O)[nH]c(=O)n2C | -5.0% | 1.3% | 32.1 | -10.6% | 2.9% | 1.9% | 5.3 | -5.9%
O=S(=O)(c1cccs1)N1CCN(c2ccc(O)cc2)CC1 | -3.5% | 1.9% | 4.6 | 25.2% | 9.8% | -3.5% | 19.1 | -3.7%
Cc1ccnc(NS(=O)(=O)c2ccc(NC(=O)c3ccc(S(=O)(=O)N4CCOCC4)cc3)cc2)n1 | -0.2% | 1.6% | -26.9 | -17.5% | -0.9% | -15.6% | -7.6 | 4.6%
COc1cc(OC)cc(-c2nnc(N(C)C(=O)c3ccncc3)s2)c1 | 7.6% | 13.4% | 14.2 | -3.7% | 1.1% | 9.7% | 0.9 | -14.2%
O=c1[nH]nc(-c2ccc(F)cc2)cc1-c1ccccc1 | 0.3% | 4.9% | ? | -16.4% | 9.5% | 16.7% | 9.7 | -3.6%
Cc1ccc(NC(=O)CC(C)c2ccccc2)cc1S(=O)(=O)N1CCOCC1 (stereo unspecified) | 0.0% | 6.0% | -26.0 | 5.0% | -10.3% | 10.9% | -3.9 | 12.2%
N/C(=N\OC(=O)c1cccc([N+](=O)[O-])c1)c1ccccn1 | -3.9% | 1.1% | -12.9 | -13.5% | 0.7% | 13.6% | 2.5 | 11.1%
CCN1CCN(c2ccc(S(=O)(=O)N3CCCCC3)cc2NC(=O)c2cccc(Cl)c2)CC1 | 15.2% | 1.1% | -13.3 | 5.2% | -1.5% | 0.0% | -8.4 | 34.7%
COc1ccc(-n2c3c(cc(C#N)c2=O)C(=O)CCC3)cc1 | 3.6% | -26.6% | 14.7 | 5.5% | -4.7% | -10.1% | 2.0 | -5.6%
C#CCNc1nc(CC)nc2c1nnn2Cc1ccccc1F | -9.5% | 8.6% | -7.0 | -9.2% | 6.1% | 16.9% | -2.8 | 12.4%
CCc1c(C)nc2ncnn2c1Nc1ccc(C)cc1 | 5.4% | 2.5% | 2.8 | 22.7% | 22.9% | ? | 0.8 | 3.2%
CC1Cc2ccccc2N1C(=O)CCS(=O)(=O)c1cccc2nonc12 (stereo unspecified) | -2.6% | -3.4% | -9.4 | -0.5% | 3.5% | 23.3% | -2.0 | 5.3%
O=C(CC1NCCNC1=O)Nc1ccc(Oc2ccccc2)cc1 (stereo unspecified) | 7.9% | -0.2% | 24.3 | -0.2% | -1.2% | -0.2% | 6.3 | 33.2%
NC1=CC(=O)C(=O)c2cccnc21 | 8.8% | -4.1% | -69.1* | -4.6% | 0.5% | ? | -13.9 | -4.5%
CCC1CCCCN1CCNC(=O)C1CCN(S(=O)(=O)c2cccc3nsnc23)CC1 (stereo unspecified) | 2.5% | 26.6% | 3.1 | -1.5% | 0.0% | -4.6% | 3.4 | -1.7%
CCc1ccccc1NC(=O)C1=CC(c2ccc3c(c2)OCO3)=NS(=O)(=O)N1C | . | . | . | -1.4% | . | 9.8% | -17.5 | 17.7%
O=C1CCN(CCc2ccccc2)CCN1CCSc1ccc(Br)cc1 | 12.6% | -11.7% | 0.0 | -6.8% | 11.8% | -4.1% | -38.9 | -8.7%
FC(F)(F)c1cc(-c2ccco2)nc(NCc2ccccc2)n1 | 10.7% | -6.2% | 21.3 | ? | -20.8% | 0.0% | 2.9 | 29.4%
CCOC(=O)N1CCN(C(=O)CSc2nc3c([nH]c4ccccc43)c(=O)n2CCOC)CC1 | 1.9% | -14.2% | 20.7 | 4.2% | -5.1% | -22.0% | 4.5 | 22.9%
Cc1ccc(C(=O)N/C(=C\c2ccc(F)cc2)C(=O)NCc2ccncc2)cc1 | 2.9% | -6.4% | -23.0 | -13.5% | 0.6% | -7.4% | -10.9 | 12.7%
O=C(CN1C(=O)/C(=C\c2ccccc2Cl)Sc2ccccc21)NCCCN1CCOCC1 | 2.6% | -7.8% | -0.1 | -13.4% | -5.6% | -17.6% | -16.5 | 16.1%
COCCn1c(SCC(=O)Nc2cc(C)on2)nc2cc(Cl)ccc2c1=O | 4.4% | 3.3% | -6.5 | -10.2% | -0.1% | -11.1% | 2.0 | .

2 compounds from above, reduced to TDP-43 yeast inh and aSyn yeast inh.
SMILES	TDP-43 yeast inh	aSyn yeast inh
CCc1ccccc1NC(=O)C1=CC(c2ccc3c(c2)OCO3)=NS(=O)(=O)N1C	9.8%	.
O=C1CCN(CCc2ccccc2)CCN1CCSc1ccc(Br)cc1	-4.1%	11.8%
